Tau fibril ThT – tau fibrillization inhibition (ThT binding); recombinant tau K18 P301L, heparin-induced fibrillization, ThT fluorescence; Potency, µM (series often up to 57.4 µM), without a hit: at the highest dose activity, negative = inhibition, usual class: inhibitors; 270,000 tested, 2.1% active; AID 1460; further: on the % scale 0 is the no-effect control and ±100 the full control effect; nearly all actives have a fitted effect of over 55% in size
Target sequence (P10636 561-689 P618L limits assumed): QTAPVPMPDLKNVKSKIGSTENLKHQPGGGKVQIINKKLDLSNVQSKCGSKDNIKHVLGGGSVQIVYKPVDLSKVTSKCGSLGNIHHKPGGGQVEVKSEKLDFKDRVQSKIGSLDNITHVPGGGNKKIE
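Fibril formation assay: tau K18 P301L at 15 uM with trace Alexa 594 label, heparin inducer 20 uM, pH 7 sodium acetate buffer, 37 C for 6 hr; endpoint ThT signal.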
L3MBTL1 inh – L3MBTL1 (human) inhibition; Q9Y468; AlphaScreen L3MBTL1–H3K9me1 peptide binding; Potency, µM (top dose mostly 57.1 µM), for the others: at the highest dose activity, negative = inhibition, most hits filed as inhibitors; 230,000 tested, 0.66% active; AID 485360; further: on the % scale 0 is the no-effect control and ±100 the full control effect; nearly all actives have a fitted effect of over 60% in size
Target sequence (Q9Y468 whole entry, looked up): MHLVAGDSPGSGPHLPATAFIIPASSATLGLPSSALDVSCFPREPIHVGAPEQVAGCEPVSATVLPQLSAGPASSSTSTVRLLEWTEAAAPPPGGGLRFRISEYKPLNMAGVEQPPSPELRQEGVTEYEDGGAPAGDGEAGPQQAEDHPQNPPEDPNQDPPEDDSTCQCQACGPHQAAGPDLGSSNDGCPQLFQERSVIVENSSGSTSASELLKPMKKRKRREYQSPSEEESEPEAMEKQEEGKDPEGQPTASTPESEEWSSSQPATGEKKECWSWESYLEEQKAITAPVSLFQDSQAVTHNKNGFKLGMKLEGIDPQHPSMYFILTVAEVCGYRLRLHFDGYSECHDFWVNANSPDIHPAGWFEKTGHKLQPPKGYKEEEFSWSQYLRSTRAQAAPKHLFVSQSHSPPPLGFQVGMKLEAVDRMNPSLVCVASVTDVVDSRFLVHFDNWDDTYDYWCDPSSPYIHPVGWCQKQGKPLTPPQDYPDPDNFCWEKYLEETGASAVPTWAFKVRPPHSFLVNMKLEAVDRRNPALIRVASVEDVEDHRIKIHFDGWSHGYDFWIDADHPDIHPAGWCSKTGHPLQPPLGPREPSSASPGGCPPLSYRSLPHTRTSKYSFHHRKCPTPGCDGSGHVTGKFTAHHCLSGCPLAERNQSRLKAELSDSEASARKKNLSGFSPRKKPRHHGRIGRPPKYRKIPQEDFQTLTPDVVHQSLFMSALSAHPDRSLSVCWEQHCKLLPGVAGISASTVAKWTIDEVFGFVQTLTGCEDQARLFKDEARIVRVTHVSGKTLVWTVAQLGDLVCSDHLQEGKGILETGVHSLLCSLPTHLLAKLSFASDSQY
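AlphaScreen proximity signal between nickel-chelate acceptor and streptavidin donor beads (final 10 ug/mL) reports binding of 50 nM L3MBTL1 to 75 nM biotin-H3 K9me1 peptide; complex incubated with compounds 30 min at room temperature; cefsulodin titration as control.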
Luc counter – Kinase-Glo luciferase inhibition (counter-screen); Kinase-Glo luciferase, ATP luminescence, 8 min; 200,000 tested, 0.28% active; AID 1379; Potency, µM (series often up to 38.3 µM), inactives show top-dose activity change, negative = inhibition, actives largely listed as inhibitors; further: on the % scale 0 is the no-effect control and ±100 the full control effect; nearly all actives have a fitted effect of over 60% in size
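Substrate mix (final 50 mM imidazole pH 7.2, 50 mM KCl, 7 mM MgCl2, 10 uM ATP, 0.01% Tween 20, 0.05% BSA) plus pin-tool compound, then Kinase-Glo detection mix; 8 min ambient, luminescence read.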
JMJD2E inh – blocks human JMJD2E demethylase activity; B2RXH2; JMJD2E catalytic domain, FDH-coupled NADH fluorescence (FDH is formaldehyde dehydrogenase); Potency, µM (highest dose often 57.1 µM), for the others: at the top dose activity change, negative = inhibition, most hits filed as inhibitors; 230,000 tested, 1.6% active; active means well fitted inhibition curve with a large enough effect, not every such curve was filed as active; inconclusive means small, poorly fitted or top-dose-only effect, or another doubt; inactive means no such curve, though single readings can be large or run the other way;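 further: 0% = wells with enzyme and -100% = buffer wells without enzyme; nearly all actives have a fitted effect of over 50% in size; many of its hits are not listed in these tables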
ALDH1A1 block – inhibitors of human aldehyde dehydrogenase 1A1; Purified ALDH1A1, NADH fluorescence, propionaldehyde substrate; Potency, µM (highest dose often 75.3 µM), without a hit: top-dose activity, negative = inhibition, hits mostly inhibitors; 220,000 tested, 7.3% active; active means well fitted inhibition curve with a large enough effect, not every such curve was filed as active; inconclusive means small, poorly fitted or top-dose-only effect, or another doubt; inactive means no such curve, though single readings can be large or run the other way;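 further: plate controls were no enzyme wells and a reference inhibitor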
RECQ1 inh – blocks DNA unwinding by human RECQ1; P46063; RECQ1 DNA unwinding, red fluorescence kinetic read; Potency, µM (series often up to 57.3 µM), for inactives: at the top dose activity, negative = inhibition, usual class: inhibitors; 240,000 tested, 0.54% active;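 further: plate controls were vehicle for no effect and no enzyme for full effect; nearly all actives have a fitted effect of over 30% in size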
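50 nM RECQ1T1 preincubated 15 min with compound in Tris pH 8.0 buffer with MgCl2, DTT, Tween-20 and 2.5 ug/ml poly(dI-dC); started with 200 nM TAMRA/BHQ-2 forked duplex and 2 mM ATP. Unwinding read as fluorescence (525/598 nm), two reads 2 h apart.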
LMNA splice mod – changes lamin A minigene splicing in HeLa cells; HeLa LMNA splicing GFP/RFP minigene ratio, 48 h; Potency, µM (highest dose often 46.1 µM), inactives show at the top dose ratio change, negative = inhibition, hits mostly inhibitors; 200,000 tested, 0.01% active; active means well fitted inhibition curve with a large enough effect in the signal ratio, with a control signal flat, not every such curve was filed as active; inconclusive means small, poorly fitted or top-dose-only effect, or effect the other way, or a change in a side signal; the % refers to the signal ratio; further: on the % scale 0 is the no-effect control and ±100 the full control effect
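S3 HeLa stable clones carrying a lamin A-EGFP splicing minigene plus DsRed2 were seeded at 600 cells/well in Opti-MEM with 2% FBS, pin-dosed and incubated 48 h at 37°C. Acumen cytometry (488 nm) gave the GFP/RFP total-intensity ratio.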
SMN2 splice up – enhancers of SMN2 splice variant expression. AID 1458. HEK293 SMN2-luciferase splicing reporter, luminescence, 30-36 h. Potency, µM (highest dose often 46.1 µM), for inactives: at the highest dose activity change, positive = activation, usual class: activators. 210,000 tested, 2.8% active; further: % of control where 0% means no effect; nearly all actives have a fitted effect of over 55% in size
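HEK293 cells carry an SMN2 […]–luciferase reporter in which exon 7 inclusion puts luciferase in frame. Cells were plated 10-12 h before compound addition, then incubated 30-36 h at 37C. ONE-Glo luminescence was read; sodium butyrate at 4.5 mM final served as control.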
Starred values were filed as active, the others as inactive; i = inactive; ? = inconclusive; / = no result given; & = joins results of further samples; [ ] = dose if it differs, or a comment. Unless noted, the call rests on the fitted dose curve; in most records, active means well fitted curve in the direction sought with a large enough effect; inconclusive means small, poorly fitted or top-dose-only effect, or another doubt; inactive means no such curve, though single readings can be large; an effect the other way counts as inactive or inconclusive. Potency means the concentration at half of the fitted maximal effect. Not all compounds are listed (hit frequency here may not be typical).

SMILES | Tau fibril ThT | L3MBTL1 inh | Luc counter | JMJD2E inh | ALDH1A1 block | RECQ1 inh | LMNA splice mod | SMN2 splice up
Fc1ccc(/C=N/n2c(-c3cccs3)n[nH]c2=S)cc1 | 16% | -2% | 20% | 2% | 14µM* | -8% | 8% | 18%
CS(=O)(=O)N(CC(=O)N1CCCCC1)c1ccc(Cl)c(C(F)(F)F)c1 | 6% | -1% | 1% | 2% | 0% | -5% | -4% | -24%
O=S(=O)(CCN1CCN(c2ccccn2)CC1)c1ccc(Cl)cc1Cl | -10% | -3% | / | 1% | / | -9% | / | /
O=C(O)c1cc(N/N=C/c2ccc(OCc3ccccc3)cc2)ccc1Cl | 0% | ? | 1% | -3% | 4% | 0% | / | 11µM*
Cc1nc(N2CCOCC2)nc(N2CCCC2)c1[N+](=O)[O-] | -5% | -7% | 1% | 11% | ? | -4% | -4% | 10%
CCC(Sc1nnnn1-c1ccccc1)C(=O)NC(C)c1ccccc1 (configuration not stated) | -6% | -1% | 1% | 1% | ? | -5% | 9% | 10%
Cc1nn(-c2ccc(C(=O)O)cc2)c2c1C(=O)CC(C)(C)C2 | -5% | 1% | / | 2% | / | -12% | / | /
Cc1cc(NC(=O)c2ccc3nc(-c4ccccc4)c(-c4ccccc4)nc3c2)no1 | 3% | -1% | -2% | ? | 7% | i | 8% | 19%
COc1ccc(-c2csc(N3CCC(c4ccccc4)C3)n2)cc1 (configuration not stated) | -16% | -6% | 0% | 4% | 5% | -2% | -3%[0.0737 µM] | -23%
Cc1cc(-c2nnc(CCC(=O)N3CCN(Cc4cccnc4)CC3)o2)c(C)o1 | ? | -4% | -2% | ? | ? | -5% | / | /
CCN(CC)S(=O)(=O)c1cccc(NC(=O)c2ccc(C#N)cc2)c1 | 4% | 7% | -4% | -4% | -4% | i | / | -22%
COC(=O)[C@@H]1C[C@@]2(O)[C@H](O)[C@H](O)[C@H](O)C[C@H]2N1Cc1ccc(N2CCN(C)CC2)cc1 | ? | / | -3% | ? | 22µM* | -6% | / | -1%
Cc1cccc(OCc2nnc(SCc3cc(=O)n4cc(Br)ccc4n3)o2)c1 | -17% | -5% | -9% | ? | ? | -10% | ? | -25%
O=C(CSc1nc2c(c(=O)[nH]1)CN(Cc1ccc(F)cc1)CC2)Nc1ccc(F)cc1 | -3% | 3% | 1% | ? | -5% | -1% | ? | -91%[inhibitor]
Nc1nc(CCl)nc(Nc2cccc3ccccc23)n1 | ? | ? | / | 5% | / | -1% | / | /

Profiles from above. Order of screens: Tau fibril ThT	L3MBTL1 inh	Luc counter	JMJD2E inh	ALDH1A1 block	RECQ1 inh	LMNA splice mod	SMN2 splice up
CS(=O)(=O)N(CC(=O)N1CCCCC1)c1ccc(Cl)c(C(F)(F)F)c1 in the list: 6%	-1%	1%	2%	0%	-5%	-4%	-24%
CCN(CC)S(=O)(=O)c1cccc(NC(=O)c2ccc(C#N)cc2)c1 in the list: 4%	7%	-4%	-4%	-4%	i	/	-22%

The listing continues.
SMILES | Tau fibril ThT | L3MBTL1 inh | Luc counter | JMJD2E inh | ALDH1A1 block | RECQ1 inh | LMNA splice mod | SMN2 splice up
COc1ccc(-c2cc(C(=O)Nc3nc4c(C)cccc4s3)c3ccccc3n2)cc1OC | -5% | 16% | -2% | ? | ? | i | 2% | -5%
Cc1ccc2c(Cl)c(C(=O)Nc3cc(C)on3)sc2c1 | ? | / | -2% | 0% | 3% | i | 1% | ?
O=C(CCn1nc(-c2ccc(Cl)cc2)c2ccccc2c1=O)NCCN1CCOCC1 | -4% | 3% | -1% | -5% | 7% | i | -2% | -22%
CCN(CC)S(=O)(=O)c1ccc2[nH]cc(C(=O)NCCN3CCCCCC3)c(=O)c2c1 | -5% | 14% | -2% | ? | ? | -5% | 4% | -5%
CCOC(=O)C1(Cc2ccccc2Cl)CCN(S(=O)(=O)N(C)C)CC1 | -13% | 8% | -1% | -12% | 8.9µM* | -7% | / | /
O=C(CN(Cc1ccco1)C(=O)c1cc(=O)[nH]c2ccccc12)Nc1ccccc1Br | 0% | -2% | 0% | ? | ? | 1% | -1% | -23%
Cn1ncc(Br)c1C(=O)OCC(=O)Nc1nc(-c2ccccc2)cs1 | 4% | 31%[activator] | -6% | 5% | 4% | 9% | 6% | 14µM*
CCOc1ccc(N2C(=O)CC(N(CCc3ccc(OC)c(OC)c3)C(=S)Nc3ccccc3)C2=O)cc1 (configuration not stated) | -4% | -7% | 2% | -5% | 5% | -1% | ? | ?
O=C(Nc1cccc(Cl)c1)c1cc(F)cc2c1OCOC2 | -4% | -1% | / | -23% | -1% | 5% | / | /
Cc1noc(C)c1C(=O)N1CCN(Cc2ccccc2)CC1 | -9% | / | -3% | 1% | -2% | -11% | 6% | -2%
O=C(c1ccncc1)N1CCC2(CC1)CN(c1ccc(-c3ccccc3)cc1)C2 | / | / | 3% | / | -4% | -11% | / | -34%[inhibitor]
CCC(Sc1nnnn1-c1ccccc1)C(=O)Nc1nc2ccccc2s1 (configuration not stated) | -3% | -5% | 1% | -1% | ? | -15% | ? | -23%
S=C(NCCc1ccccc1)N1CCN(Cc2ccccc2)CC1 | 0% | -9% | 2% | ? | 7.9µM* | 2% | -16% | -23%
COC(=O)c1c(N2C(=O)[C@H]3[C@@H](C2=O)[C@]2(C(=O)Nc4c(C)cccc42)N2CCC[C@@H]32)sc(C)c1C | 15% | -2% | -3% | -10% | 20% | -11% | ? | 6%
CCOC(=O)C(C)Sc1ncnc2c1nnn2-c1ccc(F)cc1 (configuration not stated) | ? | -1% | -4% | 5% | 0% | -21% | ? | 17%
O=c1[nH]nc(SCc2ccccc2Cl)n1-c1ccc2c(c1)OCCO2 | 16% | -1% | / | 3% | / | i | / | /
CC(=O)Nc1ccc2sccc2c1 | -1% | 0% | 1% | 7% | 8% | i | 7%[46 µM] | 13%
Cc1cc(C(=O)COC(=O)Cn2cnc3c2c(=O)n(C)c(=O)n3C)c(C)n1C | -12% | -2% | 1% | -7% | 1% | -3% | -5% | -10%
CCOC(=O)c1ccc(N2Cc3ccccc3C2)cc1O | ? | / | -1% | -14% | 20µM* | -1% | -1% | /
O=C(CSc1nc(O)cc(=O)[nH]1)N1c2ccccc2Sc2ccccc21 | ? | -14% | -3% | -5% | ? | -5% | -10%[46 µM] | /
O=C(CCCn1c(=S)[nH]c2ccccc2c1=O)N1CCCCC1 | -11% | 3% | 3% | -4% | ? | -3% | -5% | -5%
O=C(CN1CCC(n2nnc3cc(F)ccc32)CC1)NCCc1ccccc1 | 3% | 9% | 1% | 4% | 7% | -5% | 0% | 9%
O=C(O)CP(=O)(O)O | -10%&-3% | -1% | -2% | 1%&-24% | 8% | -1% | ? | -36%
O=C(Cc1ccc(Cl)cc1)Nc1ccccc1CO | -3% | 0% | 0% | 9% | 6% | -12% | -4% | -13%
CCOC(=O)C1=C(O)C(=O)N(c2ccc(S(N)(=O)=O)cc2)C1c1cccc([N+](=O)[O-])c1 (configuration not stated) | -8% | 7% | / | -4% | -5% | -3% | / | /
Cn1c(=O)cc(OCCCC(=O)N2CCCCC2)c2ccccc21 | -6% | 2% | 4% | -6% | -4% | -7% | ? | -14%
Cc1ccsc1/C=N/NC(=O)c1cccnc1 | -10% | 1% | / | -6% | / | -3% | / | /
O=C(Cc1ncc(C(F)(F)F)cc1Cl)N1CCN(c2ccc(F)cc2)CC1 | -9% | -4% | 0% | 5% | 7% | 7% | -9% | -19%
CCc1nc2ccccc2c(C(=O)OCC(=O)Nc2cccc(S(=O)(=O)N3CCOCC3)c2)c1C | -7% | -1% | -5% | -12% | -5% | -10% | ? | -105%[inhibitor]
O=C(c1ccncc1)N1CCC[C@@]2(CCN(Cc3ccncc3)C2)C1 | / | / | 1% | / | 22µM* | -7% | / | -7%
Cc1cc(N2CCCC2=O)ccc1S(=O)(=O)N1CCOCC1 | 2% | 11% | 2% | ? | ? | i | / | /
CCOC(=O)N1CCN(CCC(=O)Nc2ccc(OC(F)(F)F)cc2)CC1 | -6% | 4% | -2% | 10% | ? | -8% | ? | -52%[inhibitor]
Cc1ccc(NC(=O)C(=O)c2cn(CC(=O)N3CCCCC3)c3ccccc23)cc1 | -12% | -1% | 0% | 1% | ? | -15% | -11% | 4%
CC(=O)c1cc2c(cc1NC(=O)CSc1nnc(C)s1)OCO2 | -7% | 23%[11.4 µM] | 1% | ? | ? | -5% | -4% | 18%
Fc1ccc(-c2nc3nc4ccccc4nc3n2Cc2ccco2)cc1 | ? | 1% | -4% | ? | ? | -10% | -3% | 15%
c1ccc2c(CCNc3ncnc4nc[nH]c34)cccc2c1 | -23% | -5% | -1% | 3% | 6% | 3% | ? | -62%[inhibitor]
COc1ccc(C2CC(c3ccccc3)=NN2C(=O)c2cccs2)cc1 (configuration not stated) | -14% | -4% | / | -84% | -13% | 5% | ? | /
Cc1ccccc1Nc1nnc(C)c(=O)n1N | 6% | 38%[activator] | -5% | 8% | 0% | -11% | 17% | 10%
O=C(CNC(=O)Cc1ccccc1)NCC(=O)OCC(=O)c1ccc(Cl)cc1 | 4% | 3% | -1% | 9% | 3% | -17% | -7% | 22%
O=C(NC1CCCCCC1)C1CCCN(S(=O)(=O)c2cccs2)C1 (configuration not stated) | -7% | / | 4% | 0% | 1% | -10% | -9% | -12%
Cc1ccc2nsnc2c1NC(=O)Cc1ccc(Cl)cc1 | 7% | -2% | -2% | 136%[activator] | ? | -4% | 4%[46 µM] | -3%
CC1CCC2=NN(C(=O)c3ccco3)C(O)(C(F)(F)F)C2C1 (configuration not stated) | -5% | 2% | 3% | 0% | -14% | 8% | / | 10%
O=C(c1ccc(S(=O)(=O)c2cccc(Cl)c2)c([N+](=O)[O-])c1)N1CCN(Cc2ccccc2)CC1 | ? | -12% | 0% | -4% | 0% | -17% | ? | ?
C/C=C(\C)CN1CCCC(CO)(Cc2ccccc2)C1 (configuration not stated) | 6% | 3% | -3% | -3% | 4% | i | / | /
CCc1ccc(-c2cn(C3CCCCC3)c(=S)[nH]2)cc1 | -15% | / | 0% | ? | ? | -6% | 11%[46 µM] | -15%

Screening results as filed in PubChem BioAssay.
